# beta cell repl – inducers of MIN6 beta-cell proliferation, primary screen, ATP luminescence, uHTS | MIN6 cells proliferation, ATPlite luminescence, 48 h; cells starved in 0.2% serum; 100% = growth in 10% serum | proliferation, % at 10 µM | 330,000 compounds, 0.29% hits | AID 2380, 2010;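 active = compounds whose signal lies at least 3.5 SD above the mean of all wells on their plate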;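 also: 0% = DMSO-treated cells in low-serum medium and 100% = 10% serum control; some compounds called inactive have numbers as strong as hits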
# tim23-1 inh – growth inhibitors of tim23-1 mutant yeast, primary screen, luminescence, uHTS. S. cerevisiae tim23-1 growth, BacTiter-Glo luminescence, 24 h. inhibition, % at 20 µM. 330,000 compounds, 1.3% hits;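 active = growth inhibition of the mutant yeast at or above 50%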;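 also: temperature-sensitive mutant grown at 25 °C; plate controls were DMSO-treated mutant yeast for no effect and medium wells lacking yeast for full effect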
# tim10-1 inh – growth inhibitors of tim10-1 mutant yeast, primary screen, luminescence, uHTS | 330,000 compounds, 2.2% hits | inhibition, % at 20 µM | S. cerevisiae tim10-1 ts strain growth, BacTiter-Glo, 24 h;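 active = inhibition of at least 40%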;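 also: mutant grown at 25 °C; 0% = DMSO wells with yeast and 100% = wells holding no yeast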
# NR3A LBD binder – binders of NR3A ligand-binding domain, primary screen, biophysical, differential scanning fluorimetry, uHTS; NR3A LBD differential scanning fluorimetry, Tm shift; 0% = protein alone, 100% = glycine-bound protein; 340,000 compounds, 2.5% hits; Tm shift relative to glycine control, % at 25 µM;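 active = melting temperature shift of at least 10% of the positive control shift, at one fixed dose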
# APJ agonist – agonists of human apelin receptor APJ, primary screen, CHO-K1 cells, PathHunter beta-arrestin, luminescence; AID 2520, 2010; activation, % at 20 µM; 330,000 compounds, 0.11% hits; 0% DMSO wells, 100% apelin; P35414;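 active = activation more than six SD over the plate average, tested at 20 µM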;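 also: 0% = DMSO alone and 100% = apelin-13 at 10 nM; some results filed as inactive read as strong as hits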
# Target sequence (P35414 whole entry, looked up): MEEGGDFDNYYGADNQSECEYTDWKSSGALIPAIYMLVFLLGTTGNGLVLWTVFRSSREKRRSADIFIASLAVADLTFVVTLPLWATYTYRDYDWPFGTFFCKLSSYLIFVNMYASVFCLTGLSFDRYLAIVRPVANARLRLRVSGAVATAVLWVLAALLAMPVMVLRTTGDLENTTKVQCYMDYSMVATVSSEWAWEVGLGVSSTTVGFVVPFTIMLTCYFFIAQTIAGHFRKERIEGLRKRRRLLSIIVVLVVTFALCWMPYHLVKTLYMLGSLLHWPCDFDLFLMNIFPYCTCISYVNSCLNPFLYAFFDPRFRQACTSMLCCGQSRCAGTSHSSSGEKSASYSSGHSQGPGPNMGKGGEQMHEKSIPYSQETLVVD
#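 Assay system – PathHunter CHO-K1 APJ (AGTRL-1) beta-arrestin reporter cells · Compound – one dose, 20 µM compound, 1% DMSO · Timing – compound 90 min 25 °C, reagent 1 h · Measured by – luminescence from split beta-galactosidase complementation, Galacton Star/Emerald II substrate · Measure – beta-arrestin recruitment to APJ as agonist activity, luminescent signal · Benchmarks – DMSO vs Apelin-13 10 nM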
# APJ antag – antagonists of human apelin receptor APJ, primary screen, CHO-K1 cells, beta-arrestin complementation, luminescence | P35414 | 330,000 compounds, 0.32% hits | inhibition, % at 20 µM;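 active = inhibition above about 40% at 20 µM, limit read from the data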;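 also: cells challenged with 10 nM apelin-13 agonist together with compound; plate controls were apelin-13 plus DMSO wells for no effect and DMSO wells lacking apelin-13 for full effect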
# TIM10 inh – growth inhibitors of isogenic TIM10 control yeast, primary screen, counter-screen for tim10-1 yeast inhibitor project, luminescence, uHTS. S. cerevisiae TIM10 strain growth, BacTiter-Glo luminescence, 24 h. inhibition, % at 10 µM. 330,000 compounds, 1.4% hits;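 active = inhibition of 40% or more at the single tested concentration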;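 also: wild-type TIM10 isogenic control strain grown at permissive 25 °C; 0% = DMSO yeast wells and 100% = minimal medium wells without yeast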
# MPTP inh – mitochondrial permeability transition pore inhibitors, primary screen, biochemical, isolated mouse mitochondria, absorbance; Ca2+ swelling absorbance, 30 min; inhibition, % at 10 µM; 360,000 compounds, 1.4% hits;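 active = inhibition of 50% or more, scaled per plate between neutral and stimulator controls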;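 also: 0% = DMSO wells given calcium and 100% = 1 mM EGTA wells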
# NLRP3 yeast inh – NALP3 inflammasome inhibitors in reconstituted yeast, primary screen, luminescence, uHTS; Yeast reconstituted NLRP3/ASC/caspase-1, beta-gal luminescence, 24 h; inhibition, % at 10 µM; 330,000 compounds, 0.39% hits; AID 2825, 2010;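 active = inhibition of 50% or more; inactive = inhibition below 50%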;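 also: plate controls were induced DMSO wells for no effect and uninduced yeast grown without galactose for full effect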
# Starred values were filed as active, the others as inactive; nt = not tested or not shown. The order is random; 7.2% or so of the library scored in one or more.
SMILES,beta cell repl,tim23-1 inh,tim10-1 inh,NR3A LBD binder,APJ agonist,APJ antag,TIM10 inh,MPTP inh,NLRP3 yeast inh
CCOc1ccc(NS(=O)(=O)c2c(C)nc3sc(CC)nn3c2=O)cc1,-0.5,13.8,6.8,1.5,0.7,-31.0,-2.2,1.4,28.9
COC(=O)c1cc2ccsc2n1CC(=O)N(C)C1CCCCC1,0.0,25.9,20.0,-2.8,0.5,-5.4,-0.6,-1.4,3.5
COc1ccc(-c2nc(NC(=O)C3CC(=O)N(c4ccc5c(c4)OCCO5)C3)sc2C)cc1 (centres undefined),-5.5,22.1,23.8,-33.1,-2.6,6.1,18.2,13.3,10.4
COc1ccc(NC(=O)CSc2nc3ccccc3c(=O)[nH]2)cc1S(N)(=O)=O,-1.1,6.7,8.9,1.2,-1.3,2.9,-2.2,-1.1,9.3
O=C(NCCN1CCN(c2ccccc2)CC1)c1cccn2c(=O)c3cc(Cl)ccc3nc12,-4.8,15.3,15.3,0.5,-8.0,22.1,8.6,1.0,20.7
CN1CCC(N(C)C(=O)c2cc(-c3ccc(F)cc3)nc3ccccc23)CC1,-2.7,-7.9,-11.0,-1.0,-5.5,-2.5,-4.4,0.6,16.8
O=C(O)CN1C(=O)S/C(=C\c2cccnc2)C1=O,-1.0,-5.7,5.5,2.8,-2.6,2.1,11.5,1.4,1.2
COc1ccccc1NS(=O)(=O)c1cc([N+](=O)[O-])ccc1N/N=C/c1c(C)[nH]c2ccccc12,-3.0,-12.9,21.9,29.3*,-13.2,58.3*,0.4,-0.3,20.0
CCN1CCN(C(=O)c2ccc3c(=O)n(CCc4ccccc4)c(=O)[nH]c3c2)CC1,0.0,16.2,-7.0,0.9,1.4,9.9,-0.5,0.9,23.1
CCOC(=O)c1[nH]c2ccc(F)cc2c1NC(=O)C1=COCCO1,-2.4,7.5,-2.0,19.7*,-0.7,10.4,-8.6,1.6,23.4
CC(=O)NCCNC(=O)c1ccc(CSc2nc3ccccc3s2)cc1,-2.9,15.1,4.4,nt,-0.1,-32.9,2.8,0.9,5.0
Cc1ccccc1Cc1ccc(Cl)nn1,-1.5,11.8,20.3,-2.0,-1.7,2.5,4.0,-0.5,14.4
CSCc1cc(N2CCOCC2)nc(SCc2ccc(Cl)c(Cl)c2)n1,-2.9,14.1,23.6,-4.2,-2.4,6.6,17.1,-0.5,31.2
N#Cc1ccccc1S(=O)(=O)c1ccccc1C(=O)Nc1ccccc1,-2.4,18.9,27.0,0.2,0.3,-15.7,-3.7,-0.9,10.6
COc1ccc(Cl)cc1NC(=O)c1ccc2c(SCC(=O)O)c3c(nc2c1)CCCC3,-3.8,-0.8,4.6,-0.2,-2.7,16.9,3.9,-2.0,16.0
O=C(COc1ccc(S(=O)(=O)NC2CCCCC2)cc1Cl)Nc1ccc2c(c1)OCO2,-6.0,21.7,21.6,8.2,2.2,-3.5,33.1,-3.4,10.5
Cc1cc(=O)oc2cc(OC(C)C(=O)O)c(Cl)cc12 (centres undefined),1.2,17.5,10.1,1.1,-6.3,19.6,9.9,-0.6,2.7
CC(C)C(=O)Nc1ccc(C(=O)NNC(=O)CCc2ccccc2)cc1,0.7,-4.9,3.7,-0.6,0.4,-3.5,3.4,-1.0,9.6
CCCCCCCNC(=O)C1(CC2CC(c3cccc(Br)c3)=NO2)CCN(C(=O)C2(C)CC2)CC1 (centres undefined),-8.8,22.1,13.8,-0.8,3.7,29.0,4.4,-2.4,0.5
O=C1C(Cl)=C(N2CCOCC2)C(=O)N1CCc1ccccc1,0.8,18.0,22.7,0.3,-4.0,14.7,-9.8,-0.9,33.6
Cc1ccccc1N1CCN(c2ncnc3c2cnn3Cc2ccc(Cl)cc2)CC1,-4.5,23.2,29.6,0.2,3.0,2.7,20.1,-5.0,2.9
COc1ccc(/C=N/OCC(=O)NCC(C)C)c(OC)c1,-3.0,11.7,12.2,-1.5,-1.3,-15.5,3.7,-0.4,6.0
CC(C)c1nc2n[nH]c(N)c2c2c1CCC2,0.6,-10.1,13.7,-0.2,-4.8,10.7,13.7,3.5,6.9
COc1ccc(Cl)cc1C(=O)NNC(=S)NC1CCCC1,0.8,9.7,-12.9,0.4,-2.2,24.0,9.0,-0.5,47.3
CCOc1ccc(CC(=O)NC2CC(C)(C)N(C)C(C)(C)C2)cc1OCC,0.3,3.5,-14.7,-5.0,-2.6,-55.1,-10.7,-1.3,13.4
CC(C)C[C@H](NC(=O)C1CCN(C(=O)[C@H](Cc2ccccc2)NC(=O)OC(C)(C)C)CC1)C(=O)O,0.8,3.3,13.4,2.4,-1.5,7.0,1.2,-0.4,-13.7
CC(=O)c1cccc(N(C(=O)Cn2nnc3ccccc32)C(C(=O)NCC2CCCO2)c2ccc(N3CCOCC3)cc2)c1 (centres undefined),2.3,17.6,9.1,-0.3,-3.0,-31.1,-4.0,-2.1,-1.8
O=C(Cc1c(O)c2ccccc2[nH]c1=O)NCc1ccccc1,-5.0,0.0,-4.5,-2.8,3.6,-15.2,-9.2,-1.0,16.2
CC(C)Cc1ccc(CN2CCCC(NC(=O)c3nn(C)c(=O)c4ccccc34)C2)cc1 (centres undefined),-4.1,25.2,15.2,2.4,1.3,9.8,28.1,1.4,10.4
CCOC(=O)C1(C)NC(c2ccc(OC)cc2OC)C2C(=O)N(CC)C(=O)C21 (centres undefined),-2.8,-7.5,-0.8,-0.9,-3.0,14.5,-7.1,-1.4,3.8
Cc1cc(N2CCN(c3ccccc3)CC2)nc(N2CCOCC2)n1,-1.2,6.6,14.9,-0.9,-5.3,14.7,-2.6,1.4,4.3
Cc1ccsc1/C=N/n1c(-c2ccco2)n[nH]c1=S,-1.0,-5.3,21.8,2.0,-1.8,8.4,20.0,2.0,9.9
Cc1cc(C(=O)C(C)Sc2cccc[n+]2[O-])c(C)n1-c1ccc(Cl)cc1 (centres undefined),-0.1,29.6,17.2,0.4,-4.9,-3.3,16.4,0.9,-8.2
COc1ccc(/C=C(\C#N)C(=O)NC(C)c2ccccc2)cc1O (centres undefined),-3.9,55.7*,28.8,-0.7,2.2,21.8,19.5,-1.4,19.9
COC(=O)CC1COc2ccccc2N1C(=O)c1cc(OC)c(OC)c(OC)c1 (centres undefined),-1.9,17.9,21.4,1.2,-3.8,6.0,-1.9,0.6,14.6
C/C(=N\NC(=O)c1ccc(C)cc1)c1c(C)[nH]n(-c2ccccc2)c1=O,-4.1,28.8,10.8,-8.5,-2.5,12.4,-13.0,1.5,10.8
Cc1nc(C)c(-c2nnc(-c3ccccc3Cl)o2)cc1C(=O)NN,4.0,21.0,4.2,0.1,-1.5,-21.8,-4.2,1.0,4.6
CC(=O)Nc1ccc(NC(=O)CSc2nnc3c4ccccc4n(C)c3n2)cc1,-2.3,4.5,10.7,-4.0,0.0,-38.7,-6.4,-0.8,7.0
COc1ccc(OC)c(NC(=O)NCc2cccnc2)c1,-2.6,4.7,-4.4,-0.7,2.9,7.5,8.0,-1.2,17.2
Cc1c(-c2ccco2)[n+](=O)c2c(n1[O-])CCC2,-0.5,1.9,1.0,3.1,9.1,14.1,0.4,-1.1,16.1
COc1cc2c(cc1OC)C1=NC(=O)CN1C(SCc1ccccc1C)=N2,-6.0,23.6,41.3*,25.9*,1.6,5.9,13.1,16.2,7.6
COc1ccc(NC(=O)CCC(=O)c2cccs2)cc1Cl,-3.2,16.8,-8.5,-0.4,-4.0,-6.0,6.7,1.5,15.9
COc1ccccc1C(=O)Nc1ccccc1C(=O)Nc1ccccc1,-1.6,12.2,-13.4,-0.9,-2.7,9.0,10.0,1.8,9.6
Cn1c(CSc2ncccn2)nnc1SCC(=O)N1CCCCC1,-0.1,-7.1,7.4,-0.5,-3.6,-8.2,11.0,-1.6,-5.6
CCOC(=O)/C=C1/N(C)c2ccccc2C1(C)C,-2.2,-2.3,-0.7,-1.1,-1.7,8.4,9.1,0.4,-9.2

# Part of the list above in order of molar mass, lowest first:
SMILES,beta cell repl,tim23-1 inh,tim10-1 inh,NR3A LBD binder,APJ agonist,APJ antag,TIM10 inh,MPTP inh,NLRP3 yeast inh
COc1ccc(NC(=O)CCC(=O)c2cccs2)cc1Cl,-3.2,16.8,-8.5,-0.4,-4.0,-6.0,6.7,1.5,15.9
Cc1cc(N2CCN(c3ccccc3)CC2)nc(N2CCOCC2)n1,-1.2,6.6,14.9,-0.9,-5.3,14.7,-2.6,1.4,4.3
C/C(=N\NC(=O)c1ccc(C)cc1)c1c(C)[nH]n(-c2ccccc2)c1=O,-4.1,28.8,10.8,-8.5,-2.5,12.4,-13.0,1.5,10.8

# Remaining list, next part:
SMILES,beta cell repl,tim23-1 inh,tim10-1 inh,NR3A LBD binder,APJ agonist,APJ antag,TIM10 inh,MPTP inh,NLRP3 yeast inh
O=C(NCCc1ccccc1)c1cc(=O)c2ccccc2o1,-1.0,11.3,19.0,3.0,-1.8,9.0,18.0,1.7,6.2
CN=c1scc(-c2cccs2)n1/N=C/c1ccc(O)c(O)c1O,-5.4,70.8*,41.9*,1.9,1.8,-5.2,32.0,10.0,19.4
CCCCCCNc1cc(C)oc(=O)c1C(C)=O,-2.8,26.3,20.8,-0.8,-1.9,-6.4,-6.1,0.9,2.8
CCOC(=O)c1c(NC(=O)COC(=O)Cc2n[nH]c(=O)c3ccccc23)sc(C(=O)NC)c1C,-0.1,1.0,-8.3,0.3,-0.9,0.0,11.2,0.1,10.3
COc1ccc(Cn2nnnc2C(c2cccs2)N2CCCCCC2)cc1 (centres undefined),-4.8,37.7,26.3,6.7,3.5,-4.4,23.6,3.8,-1.7
O=C(NCCOc1ccccc1F)c1cc(F)c(F)cc1Cl,-3.2,14.6,14.4,-1.0,-2.8,10.5,14.3,-0.3,14.7
CN(Cc1nc2ccccc2c(=O)[nH]1)C(=O)c1cccc(S(=O)(=O)N2CCCCCC2)c1,4.3,-1.1,-10.2,0.2,4.5,5.4,2.4,0.8,1.9
COc1ccc(NC(=O)C2C3C=CC(C3)C2C(=O)NCc2ccco2)cc1 (centres undefined),1.5,2.5,8.5,-3.1,-4.3,7.5,-1.2,-3.2,-0.1
COc1ccc(S(=O)(=O)CCC(=O)O)cc1,-1.9,4.8,-12.6,-1.2,2.4,10.7,-7.5,1.3,16.3
CCCCC(=O)Nc1cnc(NC(=O)c2cccs2)cc1C,-1.0,3.1,-9.3,1.6,-1.3,19.4,-2.0,1.1,17.3
O=C(NCCCCc1ccccc1)C1CC(c2ccccc2C(F)(F)F)=NO1 (centres undefined),-2.1,12.0,3.5,0.9,1.1,5.9,-16.2,1.5,19.9
O=C(NCCCN1CCOCC1)c1ccc2c(c1)N(Cc1cccc(Cl)c1)C(=O)CS2,0.0,-5.7,-6.3,-2.0,-2.1,9.5,-2.0,0.3,9.3
CCN(CC(=O)NCc1ccc(F)cc1)Cc1nc2cc(Cl)ccc2c(=O)[nH]1,-1.9,8.9,1.2,0.9,-3.3,24.2,-0.2,0.6,4.7
CN1CCN(C(=S)NC(=O)c2ccccc2Cl)CC1,0.6,13.9,13.3,1.5,-2.5,5.7,8.2,-0.6,23.0
O=C(CC1C(=O)NCCN1CC(c1ccccc1)c1ccccc1)NC1CC1 (centres undefined),1.4,31.7,26.7,-17.6,-2.0,20.3,26.5,1.5,2.3
